Assay outcomes from PubChem.
S2 tox: Viability Counterscreen for Primary qHTS for Inhibitors of ATXN expression | Potency, µM (series often up to 56.7 µM), most hits filed as cytotoxic | S2 cells (HEK-293 line with an ATXN2-luciferase reporter) viability, CellTiter-Fluor protease fluorescence, 24 h | 400,000 compounds, 0.49% hits; further: potency means the concentration at half of the fitted maximal effect; nearly all actives have a fitted effect of over 40% in size
pAkt inh: HTS Assay for Inhibitors of Akt Phophorylation: Primary Screen; Neuro2A IGF-stimulated pAkt S473 HTRF, 20 min; active compounds read low; activity change, % for hits at 50 µM; 360,000 compounds, 0.32% hits; AID 651550, 2012; in the data active means activity change below about -80%; inconclusive means mostly about -51% to -80%; further: on the % scale 0 is the no-effect control and ±100 the full control effect
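Neuro2A cells in DMEM with 0.5% FBS, overnight at 37 deg C, given compound at single 50 µM final, then IGF (6 nM final) for 20 min at 37 deg C. Lysed; phospho-Akt Ser473 by HTRF after 24 h, 665/615 ratio.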
Nrf2 block: Nrf2 qHTS screen for inhibitors. A549 ARE-Fluc reporter, luciferase luminescence, 18-24 h. Potency, µM (top dose mostly 46 µM), for the others: at the top dose activity change, negative = inhibition, usual class: inhibitors. 360,000 compounds, 2.1% hits; further: potency means the concentration at half of the fitted maximal effect; on the % scale 0 is the no-effect control and ±100 the full control effect; nearly all actives have a fitted effect of over 60% in size
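Reporter: ARE-Fluc in A549. Exposure: 18-24 h, 37 °C, 5% CO2, 5% FBS OPTI-MEM. Readouts: fluorescent cytotoxicity (CellTiter-Fluor), then luminescent Nrf2 signal after BugLite.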
TGFb SMAD3 inh: qHTS for Inhibitors of TGF-b; HepG2 CAGA-GFP TGF-b/SMAD3 reporter, GFP fluorescence, 18 h; TGF-beta stimulated, 500 pg/mL final; Potency, µM (doses to about 46.1 µM), for the others: top-dose activity, negative = inhibition, hits mostly inhibitors; 410,000 compounds, 1.2% hits; AID 588855, 2011; further: potency means the concentration at half of the fitted maximal effect; on the % scale 0 is the no-effect control and ±100 the full control effect; nearly all actives have a fitted effect of over 65% in size
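Using HEPG2 CAGA-GFP reporter cells at 1000 cells/well, we pinned test compounds, stimulated with recombinant TGF-beta (500 pg/mL final) and measured total well GFP after 18 h.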
MmCpn inh: Inhibitors of TCP-1 ring complex (TRiC) of Methanococcus maripaludis (MmCpn): qHTS. purified Mm-Cpn ATPase, ADP Transcreener TR-FRET. AID 504842, 2011. Chaperonin Mm-Cpn (Methanococcus maripaludis). 330,000 compounds, 0.031% hits. Potency, µM (series often up to 76.9 µM), for the others: at the highest dose activity, negative = inhibition, most hits filed as inhibitors; further: potency means the concentration at half of the fitted maximal effect; on the % scale 0 is the no-effect control and ±100 the full control effect; nearly all actives have a fitted effect of over 80% in size
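ATPase turnover read by TR-FRET ADP competition (Eu cryptate antibody/ADP-d2, 665/590 nm): 10uM ATP final, 25nM Mm-CPN final, 30 min 37degC after 10-min compound preincubation, pH 7.4 Tris/KCl/MgCl2/DTT buffer.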
Nrf2 activator: qHTS of Nrf2 Activators. AREc32 ARE-luciferase reporter (MCF7-derived line), luminescence, 24 h. Potency, µM (series often up to 46.1 µM), without a hit: top-dose activation, actives largely listed as activators. 410,000 compounds, 0.31% hits; further: potency means the concentration at half of the fitted maximal effect; % of control where 0% means no effect; nearly all actives have a fitted effect of over 65% in size
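ARE-driven firefly luciferase activity in AREc32 cells measured after a 24 hr compound exposure at 37 deg C, using Steady-Glo reagent and a 30 min room-temperature hold.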
A549 tox: Nrf2 qHTS screen for inhibitors: counterscreen for cytotoxicity; A549 ARE-Fluc cells, CellTiter-Fluor viability, 18-24 h; Potency, µM (highest dose often 46 µM), for inactives: at the highest dose activity change, negative = cytotoxicity, actives largely listed as inhibitors; 390,000 compounds, 0.16% hits; AID 504648, 2011; further: potency means the concentration at half of the fitted maximal effect; on the % scale 0 is the no-effect control and ±100 the full control effect
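A549 ARE_Fluc cells in 5% FBS OPTI-MEM were exposed to compounds in concentration-response for 18-24 h at 37 deg C. Viability was read by CellTiter-Fluor fluorescence (Ex 405/Em 525) after 30 min, before the luciferase read.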
HepG2 tox: qHTS for Inhibitors of TGF-b: Cytotox Counterscreen; HepG2 CAGA-GFP viability, ATP luminescence, 18 h; Potency, µM (titrated, usually from 46.1 µM), for inactives: top-dose activity change, negative = cytotoxicity, actives largely listed as cytotoxic; 410,000 compounds, 0.76% hits; further: potency means the concentration at half of the fitted maximal effect; some results filed as inactive show a strong effect at the top dose
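HepG2 CAGA-GFP cells (1000/well, DMEM with 1% FBS) received compound, then TGF-beta at 500 pg/mL final, and were incubated 18 hours at 37 degrees C. Viability was read by CellTiter-Glo luminescence. Media-only wells were set as complete cell-killing and DMSO as no toxicity.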
CCT modulator: High-Throughput Screening for Modulators of Cytosolic Chaperonin Activity. 360,000 compounds, 0.3% hits. activity change, % (no concentration beside the values), hits read low. purified chaperonin ATPase assay, HTRF ADP detection, 30 min. AID 651819, 2012; in the data active means activity change below about -30%; further: on the % scale 0 is the no-effect control and ±100 the full control effect
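First, chaperonin was dispensed at 40 nM or 20 nM final depending on batch activity. Next, compounds were pinned at 76 uM and ATP added at 10 uM. After 30 min at 37 °C, ADP detection reagents ran 30 min at ambient temperature.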
The depositor's hits bear a star; [ ] = another dose, or the depositor's remark. Unless noted, the call rests on the fitted dose curve; in most records, active means well fitted curve in the direction sought with a large enough effect; inconclusive means small, poorly fitted or top-dose-only effect, or another doubt; inactive means no such curve, though single readings can be large; an effect the other way counts as inactive or inconclusive. Compounds were not picked by outcome; any-hit rate near 4.4%.

What do the screens show for `CCC1(CC)NC(=O)N(CC(=O)OCC(=O)Nc2ccccc2[N+](=O)[O-])C1=O`?
S2 tox: inactive; pAkt inh: inactive; Nrf2 block: 0%; TGFb SMAD3 inh: 0%; MmCpn inh: -7%; Nrf2 activator: -0.3%; A549 tox: -2%; HepG2 tox: 3%; CCT modulator: -4.0

How did Cc1cc(=O)oc(C)c1C(=O)NCC1COc2ccccc2O1 (stereo not drawn) do in these assays?
S2 tox: inactive; pAkt inh: inactive; Nrf2 block: -18%; TGFb SMAD3 inh: -7%; MmCpn inh: -1%; Nrf2 activator: -0.4%; A549 tox: 2%; HepG2 tox: -3%; CCT modulator: -2.5

What do the screens show for `Cc1ccc(C(=O)n2cnnc2N)cc1C`?
Nrf2 block: inconclusive; TGFb SMAD3 inh: 0%; MmCpn inh: 0%; Nrf2 activator: -0.9%; A549 tox: -9%; HepG2 tox: -22%; CCT modulator: -16

What do the screens show for `COc1ccc(C(=O)NCc2ncccc2C)cc1OC1CCN(C(C)=O)CC1`?
S2 tox: inactive; pAkt inh: inactive; Nrf2 block: 16%; TGFb SMAD3 inh: 7%; MmCpn inh: -7%; Nrf2 activator: -0.8%; A549 tox: 0%; HepG2 tox: 4%; CCT modulator: 0.3

What do the screens show for `CC(NC(=O)Cc1ccc(NS(=O)(=O)c2cccc(C(F)(F)F)c2)cc1)c1ccccn1` (stereo not drawn)?
S2 tox: inactive; pAkt inh: inactive; Nrf2 block: -23%; TGFb SMAD3 inh: 1%; MmCpn inh: 0%; Nrf2 activator: -0.1%; A549 tox: 3%; HepG2 tox: -53%; CCT modulator: -0.5

How did O=C1CC(c2c(F)cccc2Cl)c2c(ccc3ccccc23)N1 (stereo not drawn) do in these assays?
S2 tox: inconclusive; Nrf2 block: -20%; TGFb SMAD3 inh: inconclusive; Nrf2 activator: 3.6%; A549 tox: -9%; HepG2 tox: -77%

What do the screens show for `O=C(CNC(=O)c1ccccc1)OCC(=O)N1N=C(c2ccc(Cl)cc2)CC1c1ccco1` (stereo not drawn)?
S2 tox: inactive; pAkt inh: inactive; Nrf2 block: -5%; TGFb SMAD3 inh: -3%; MmCpn inh: -3%; Nrf2 activator: -0.6%; A549 tox: -1%; HepG2 tox: -3%; CCT modulator: -0.2

Results for Cc1cccnc1NC(=O)Nc1cccc(F)c1 ?
S2 tox: inactive; pAkt inh: inactive; TGFb SMAD3 inh: -2%; Nrf2 activator: 14%; HepG2 tox: -5%; CCT modulator: -0.5

Results for COc1cccc(Cn2nnc(C(=O)Nc3cc(Cl)ccc3OC)c2N)c1 ?
S2 tox: inconclusive; pAkt inh: inactive; Nrf2 block: inconclusive; TGFb SMAD3 inh: 3%; MmCpn inh: -5%; Nrf2 activator: 11%; A549 tox: 11%; HepG2 tox: -21%; CCT modulator: 1.8

Results for Cc1cccc(C)c1NC(=O)CNC(=O)Cc1ccc(Br)cc1 ?
S2 tox: inactive; pAkt inh: inactive; Nrf2 block: 7%; TGFb SMAD3 inh: 0%; MmCpn inh: 0%; Nrf2 activator: 2.4%; A549 tox: -6%; HepG2 tox: 4%; CCT modulator: 2.0

How did Nc1nc(-c2ccco2)nn1S(=O)(=O)c1ccc(Cl)cc1 do in these assays?
S2 tox: inactive; pAkt inh: inactive; Nrf2 block: 1%; TGFb SMAD3 inh: 37%[activator]; MmCpn inh: -2%; Nrf2 activator: 5.1%; A549 tox: 8%; HepG2 tox: 1%; CCT modulator: -1.5

What do the screens show for `O=C(Nc1ccccc1Cl)c1cc(C2CCCCN2C(=O)c2cccs2)on1` (stereo not drawn)?
S2 tox: inactive; pAkt inh: inactive; TGFb SMAD3 inh: -5%; Nrf2 activator: 0.8%; HepG2 tox: -43%; CCT modulator: -0.3

Results for CCOC(=O)c1[nH]c(C)c(C(=O)NCCN2CCOCC2)c1C ?
S2 tox: inactive; pAkt inh: inactive; Nrf2 block: 6%; TGFb SMAD3 inh: -15%; MmCpn inh: 1%; Nrf2 activator: -0.1%; A549 tox: 3%; HepG2 tox: -48%; CCT modulator: -0.4

What do the screens show for `CC(OC(=O)c1cc(-c2cccnc2)nc2ccccc12)C(=O)Nc1ccc2ccccc2c1` (stereo not drawn)?
S2 tox: inactive; pAkt inh: inactive; Nrf2 block: inconclusive; TGFb SMAD3 inh: -8%; MmCpn inh: -24%; Nrf2 activator: 0.4%; A549 tox: -8%; HepG2 tox: -30%; CCT modulator: -3.0

Results for CC(=O)N1CCc2cc(Br)cc(S(=O)(=O)N3CCC(C)CC3)c21 ?
S2 tox: inactive; Nrf2 block: 1%[9.27 µM]; TGFb SMAD3 inh: -11%; Nrf2 activator: 0.5%; A549 tox: 1%; HepG2 tox: -17%

Results for CC(=O)c1cccc(NC(=O)C(C)OC(=O)CCC2CCCCC2)c1 (stereo not drawn) ?
S2 tox: inactive; pAkt inh: inactive; Nrf2 block: 4%; TGFb SMAD3 inh: inconclusive; MmCpn inh: -1%; Nrf2 activator: 0.3%; A549 tox: -5%; HepG2 tox: -25%; CCT modulator: 0.1

Results for Cc1sc2nc(C)n(/N=C/c3ccccc3)c(=O)c2c1C ?
Nrf2 block: -19%; TGFb SMAD3 inh: 0%; MmCpn inh: -2%; Nrf2 activator: 0.1%; A549 tox: -7%; HepG2 tox: -19%; CCT modulator: -0.2

How did COCCN(CCOC)S(=O)(=O)c1ccc(OC)cc1 do in these assays?
S2 tox: inactive; pAkt inh: inactive; TGFb SMAD3 inh: 2%; MmCpn inh: -1%; Nrf2 activator: 0.5%; A549 tox: 0%; HepG2 tox: 14%; CCT modulator: -0.3

What do the screens show for `CC(C)=CCc1cc([C@@H]2CC(=O)c3ccc(O)c(CC=C(C)C)c3O2)ccc1O`?
S2 tox: inconclusive; pAkt inh: inactive; Nrf2 block: -13%; TGFb SMAD3 inh: 13µM*; Nrf2 activator: 0.2%; A549 tox: 0%; HepG2 tox: -68%; CCT modulator: -3.6

How did COc1cccc(NC(=O)Nc2nnc(CC(=O)Nc3ccccc3)s2)c1 do in these assays?
S2 tox: inactive; pAkt inh: inactive; Nrf2 block: -20%; TGFb SMAD3 inh: -14%; MmCpn inh: 0%; Nrf2 activator: -0.3%; A549 tox: -15%; HepG2 tox: 0%; CCT modulator: -3.5

Results for COc1cc(C)c(Cl)c(C)c1S(=O)(=O)NCc1cccnc1 ?
S2 tox: inactive; pAkt inh: inactive; Nrf2 block: 6%; TGFb SMAD3 inh: -12%; MmCpn inh: 3%; Nrf2 activator: -0.7%; A549 tox: -10%; HepG2 tox: -29%; CCT modulator: -3.7

How did O=C(CS(=O)(=O)c1ccc2ccccc2c1)N1CCCCCC1 do in these assays?
S2 tox: inactive; pAkt inh: inactive; Nrf2 block: -8%; TGFb SMAD3 inh: 0%; MmCpn inh: 0%; Nrf2 activator: -0.8%; A549 tox: 1%; HepG2 tox: 22%; CCT modulator: -3.5

Results for O=C1OC(c2ccccc2)(c2cc(Br)c(O)c(Br)c2)c2ccccc21 (stereo not drawn) ?
S2 tox: inactive; pAkt inh: inactive; Nrf2 block: 2%; TGFb SMAD3 inh: 0%; Nrf2 activator: 4.9%; A549 tox: -4%; HepG2 tox: 2%; CCT modulator: 0.8

What do the screens show for `COc1ccc(CN(CCNC(=O)CCCCC(=O)NCCN(Cc2ccc(OC)cc2)C(C)C)C(C)C)cc1`?
S2 tox: inactive; pAkt inh: inactive; Nrf2 block: 5%; TGFb SMAD3 inh: -16%; Nrf2 activator: -0.8%; A549 tox: -23%; HepG2 tox: -30%; CCT modulator: -0.2

What do the screens show for `COc1ccc(-n2c(Cc3cccn3C)nnc2SCC(=O)Nc2ccc3c(c2)OCO3)cc1`?
S2 tox: inactive; pAkt inh: inactive; Nrf2 block: -13%; TGFb SMAD3 inh: -8%; MmCpn inh: 1%; Nrf2 activator: -0.5%; A549 tox: -11%; HepG2 tox: -3%; CCT modulator: 0.0

How did N#Cc1ccccc1/C=C/C(=O)N1CCOCC1 do in these assays?
S2 tox: inactive; pAkt inh: inactive; Nrf2 block: 11%; TGFb SMAD3 inh: 0%; MmCpn inh: 3%; Nrf2 activator: -0.1%; A549 tox: -7%; HepG2 tox: 7%; CCT modulator: -3.1

Results for COc1ccc(NC(=O)C2(C)Cc3c(-c4cccc(C(N)=O)c4)ccnc3O2)cn1 (stereo not drawn) ?
S2 tox: inconclusive; pAkt inh: inactive; TGFb SMAD3 inh: 4%; Nrf2 activator: 0.4%[9.22 µM]; HepG2 tox: -4%; CCT modulator: -1.6

How did N/C(=N\OC(=O)COc1ccc(Br)cc1Cl)c1ccncc1 do in these assays?
pAkt inh: inactive; Nrf2 block: inconclusive; TGFb SMAD3 inh: -13%; MmCpn inh: 3%; Nrf2 activator: 0.3%; A549 tox: 24%; HepG2 tox: -3%; CCT modulator: 2.4
